# Assay outcomes from PubChem BioAssay.
# OXTR potentiate – potentiates the human oxytocin receptor response | 320,000 tested, 0.061% active | activation, % at 3 µM | AID 2445 | CHO-OTR cells, Fluo-8 calcium fluorescence, potentiator mode; 0% = oxytocin EC15, 100% = EC100;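 active = activation above that plate's cutoff, the mean activation of tested compounds plus 3 SD, cut at about 6.6% in these data, passing the limit was not always enough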;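 note: 100% uses oxytocin at 75 nM as the full agonist control; some results filed as inactive read as strong as hits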
# Target sequence (P30559 whole entry, looked up): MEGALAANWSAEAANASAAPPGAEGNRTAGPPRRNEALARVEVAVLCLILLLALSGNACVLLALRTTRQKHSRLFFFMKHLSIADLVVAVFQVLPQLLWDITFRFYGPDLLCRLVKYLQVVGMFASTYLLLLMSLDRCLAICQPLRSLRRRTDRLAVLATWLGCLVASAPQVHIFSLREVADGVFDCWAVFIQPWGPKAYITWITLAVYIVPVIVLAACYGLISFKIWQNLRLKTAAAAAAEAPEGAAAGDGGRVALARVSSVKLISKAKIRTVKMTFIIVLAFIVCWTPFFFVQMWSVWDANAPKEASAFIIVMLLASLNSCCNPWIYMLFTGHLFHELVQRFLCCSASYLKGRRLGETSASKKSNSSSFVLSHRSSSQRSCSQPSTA
#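 System: human OTR in CHO cells / Also added: sub-maximal oxytocin, roughly EC15 / Control set: EC15 oxytocin low, 75 nM oxytocin high / Schedule: 6 min compound pre-incubation at room temperature, 100 s kinetic read / Compound: single-point 3.0 µM / Replication: singlicate / Technique: Fluo-8 calcium dye fluorescence / Read-out basis: % activation of max/min ratio relative to oxytocin controls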
# V1R ag counter – V1a receptor agonism, counter-screen for OXTR agonists; P37288; CHO-V1R cells, Fluo-8 calcium fluorescence, agonist mode; 0% DMSO, 100% 3 nM vasopressin; activation, % at 3 µM; 320,000 tested, 0.25% active;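 active = activation above the mean activation of all tested compounds plus 3 SD, per screening run, cut at about 20% in these data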;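 note: signal is peak over basal fluorescence ratio across a 100 second FLIPR read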
# CHO parental Ca – counter-screen: ATP calcium response change in parental CHO cells; inhibition, % at 5.6 µM; 330,000 tested, 0.63% active; AID 463079; parental CHO-K1, ATP-induced calcium, Fluo-8 fluorescence;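 active = inhibition above that plate's mean sample inhibition plus 3 SD, cut at about 26% in these data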;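 note: 0% = ATP-challenged DMSO wells and 100% = DMSO wells without ATP; some compounds past the cut are filed as inactive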
#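 Material – parental CHO cells · Reagent – ATP stimulus · Compound – single nominal dose of 5.6 µM per compound · Detection – Fluo-8 fluorescence · Read-out basis – percent inhibition of calcium signal · Controls – ATP-challenged DMSO wells low, unchallenged DMSO wells high · Repeats – no replicates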
# CHO-K1 Ca antag – nonselective inhibitor or artifact in parental CHO-K1 cells. ATP-induced calcium, Fluo-8 fluorescence. inhibition, % at 3 µM. 360,000 tested, 0.6% active;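 active = inhibition above a per-plate cutoff, the plate's mean sample inhibition plus 3 SD, cut at about 24% in these data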;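 note: 0% = DMSO plus EC80 ATP and 100% = DMSO alone without ATP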
# CHO-K1 Ca PAM – M1 PAM counterscreen hit in parental CHO-K1 cells. ATP EC20, Fluo-8 calcium fluorescence; 0% at ATP EC20, 100% at ATP max. activation, % at 3 µM. 360,000 tested, 0.02% active. AID 602247;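 active = activation above the run cutoff, the mean activation of all test compounds plus 3 SD, cut at about 40% in these data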;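 note: peak over basal fluorescence ratio in a 140 s read after ATP addition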
# TAAR1 agonist – agonists of human TAAR1. Q96RJ0. CHO RD-HGA16 TAAR1, Fluo-8 calcium fluorescence; vehicle wells 0%, saturating PEA agonist 100%. activation, % at 3 µM. 360,000 tested, 0.99% active. AID 624467;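 active = activation above the mean activation of all test compounds in the run plus 3 SD, cut at about 38% in these data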
# Target sequence (Q96RJ0 whole entry, looked up): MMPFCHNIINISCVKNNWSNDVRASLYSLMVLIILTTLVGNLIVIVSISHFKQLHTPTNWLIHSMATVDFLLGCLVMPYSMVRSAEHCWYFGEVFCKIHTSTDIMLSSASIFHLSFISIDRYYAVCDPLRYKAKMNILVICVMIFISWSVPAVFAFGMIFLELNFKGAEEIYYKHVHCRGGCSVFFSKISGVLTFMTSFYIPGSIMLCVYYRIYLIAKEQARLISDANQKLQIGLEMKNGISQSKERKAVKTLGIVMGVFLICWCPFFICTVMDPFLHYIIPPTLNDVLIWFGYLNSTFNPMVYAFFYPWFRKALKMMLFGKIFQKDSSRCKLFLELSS
#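 System: CHO-derived RD-HGA16 cells with stable Gα16 and human TAAR1. Times: 17-24 h plating, Fluo-8 75 min 37 °C, 30 min RT. Measured by: calcium-sensitive Fluo-8 signal, excitation 470-495, emission 515-575 nm. Read-out basis: % activation relative to PEA EC100 response. Control set: DMSO and PEA EC100. Repeats: no replicates (n 1).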
# M1 ag – activates human CHRM1 receptor; activation, % at 3 µM; P11229; 360,000 tested, 0.33% active; CHO-K1 hM1, Fluo-8 calcium fluorescence, agonist mode; 0% DMSO, 100% acetylcholine EC100; AID 588814;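 active = activation above the run's mean compound activation plus 3 SD, cut at about 16% in these data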;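 note: peak over basal fluorescence ratio within a 140 s kinetic read after compound addition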
# TAAR1 antagonist – human TAAR1 antagonism. inhibition, % at 3 µM. Q96RJ0. CHO RD-HGA16 TAAR1, Fluo-8 calcium fluorescence, antagonist. 360,000 tested, 1.5% active;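 active = inhibition above a per-plate cutoff, the mean inhibition of test compounds on that plate plus 3 SD, cut at about 49% in these data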;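 note: 0% = DMSO plus EC80 beta-PEA response and 100% = DMSO alone without agonist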
#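 Assay system: CHO-derived RD-HGA16 cells stably expressing human TAAR1 plus Gα16. Timing: 140 s kinetic read after compound, 140 s after agonist. Technique: kinetic Fluo-8 calcium fluorescence measurement. Measure: % inhibition of agonist calcium response.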
# M1 ag parental – M1 agonist counterscreen hit in parental CHO-K1 cells. Fluo-8 calcium fluorescence; scaled to maximal ATP response, vehicle zero. activation, % at 3 µM. 360,000 tested, 0.48% active; in the data active = activation above about 15%;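 note: untransfected CHO-K1 host cells lacking M1 receptor as counterscreen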
# Numbers without * were called inactive; x = not tested or not shown; & = joins results of further samples.
SMILES,OXTR potentiate,V1R ag counter,CHO parental Ca,CHO-K1 Ca antag,CHO-K1 Ca PAM,TAAR1 agonist,M1 ag,TAAR1 antagonist,M1 ag parental
O=C(CC1CCCCC1)Nc1nc2ccccc2s1,-4,0.2,-27,-3,21,21,-10,0,0.8
Cc1cc(C)nc(SCc2cn3c(C)cccc3n2)n1,-1,-0.6,-24,-3,5,13,-7,-17,0.4
COc1cc(COCC(O)CN2CCN(Cc3ccc4c(c3)OCO4)CC2)cc(OC)c1OC (centres undefined),-12,-0.2,-6,19,-14,3,-9,5,0.3
Cc1nn(C)c(C)c1S(=O)(=O)NCCc1ccc(Cl)cc1,-1,0.8,-6,-12,5,11,-4,-21,1.7
CCOc1cc(S(=O)(=O)NCc2ccc3c(c2)OCO3)ccc1F,-13,5.3,-4,-5,11,3,1,0,2.8
CCCCC(NC(=O)Cc1c(C)c2cc3c(-c4ccccc4)coc3c(C)c2oc1=O)C(=O)O (centres undefined),-13,-0.1,-2,-12,3,3,-5,5,0.1
CC1(C)CCCC2=C1CC1C(=O)N(N)C(=O)C1C2 (centres undefined),3,-0.3,-14,-23,27,0,-4,-3,1.5
COc1cc(CNCCO)cc(Cl)c1OCc1ccc(Cl)cc1Cl,-7,8.8,3,1,22,29,-1,12,4.4
COc1ccc(CCN2CC(C(=O)Nc3ccccc3F)CC2=O)cc1OC (centres undefined),-2,0.7,-11,-1,4,1,-3,4,1.1
CC1SC(=Nc2ccccc2)N(S(=O)(=O)c2ccccc2)C1=O (centres undefined),-4,-0.8,-1,-18,22,-1,-5,-1,1.3
Cc1noc(NS(=O)(=O)c2ccc(NC(=O)c3cnc4scc(C)n4c3=O)cc2)c1C,-5,0.1,-3,-4,15,1,-2,-9,-0.1
CC(C)C1Cc2c(sc3ncnc(NN)c23)CO1 (centres undefined),-15,-0.8,-15,-19,16,11,-2,-31,-0.3
CCC(c1nnc(SCC(=O)Nc2cccc(S(N)(=O)=O)c2)n1Cc1ccccc1)N(C)C (centres undefined),-4,-0.2,-7,-18,27,1,-4,-24,0.5
C=CCNC(=O)C(=O)NCC1CCCN1CC (centres undefined),-7,0.3,12,-12,17,2,1,6,1.7
C=CCn1c(SCC(=O)N(C(C)CC)C2CCS(=O)(=O)C2)nc2ccccc2c1=O (centres undefined),x,x,x,-8,8,2,-4,-20,1.2
O=C(OCC(=O)c1c[nH]c2ccccc12)C1=COCCO1,-8,4.8,4,-13,0,1,-2,16,0.8
Cc1cccc(N2CCN(C(=O)Cn3sc4nc(C)cc(C)c4c3=O)CC2C)c1 (centres undefined),-7,16,36*,13,8,x,11,x,11
COc1ccccc1OCC(=O)NCc1ccco1,-4,0.2,-9,-9,9,15,-4,3,0.4
CCOc1ccc(N2C(=O)c3ccc(C(=O)OCC(=O)N(CC)C4CCS(=O)(=O)C4)cc3C2=O)cc1 (centres undefined),-9,1.6,1,-9,-3,11,-16,10,1.2
Cn1ccnc1SCC(=O)c1ccc(Br)cc1,1,-0.7,-15,-12,-5,4,-5,-20,-0.1
CNC(=S)N(CCc1c(C)[nH]c2ccc(OC)cc12)Cc1cc(OC)c(OC)c(OC)c1,-7,1.0,-17,-4,1,2,-1,13,1.5
COc1ccc(NC(=O)c2ccc(CNc3c(NC4CCCCC4)c(=O)c3=O)cc2)cc1OC,0,-0.2,-7,-1&1,-10&13,3&1,-3&-9,-7&-16,-0.2&-0.1
COc1ccc(-c2nnc(SCC(=O)c3cccs3)o2)c(OC)c1,-13,1.1,-16,3,-11,6,1,0,-0.4
Cc1onc(-c2ccccc2)c1C(=O)OCC(=O)Nc1ccc(OC(F)(F)F)cc1,-13,2.6,-1,-14,2,3,-6,30,0.8

# Compound profiles, from the list above. Order of values: OXTR potentiate, V1R ag counter, CHO parental Ca, CHO-K1 Ca antag, CHO-K1 Ca PAM, TAAR1 agonist, M1 ag, TAAR1 antagonist, M1 ag parental
# CCC(c1nnc(SCC(=O)Nc2cccc(S(N)(=O)=O)c2)n1Cc1ccccc1)N(C)C (centres undefined) in the list: -4, -0.2, -7, -18, 27, 1, -4, -24, 0.5
# Cn1ccnc1SCC(=O)c1ccc(Br)cc1 in the list: 1, -0.7, -15, -12, -5, 4, -5, -20, -0.1
# CCOc1ccc(N2C(=O)c3ccc(C(=O)OCC(=O)N(CC)C4CCS(=O)(=O)C4)cc3C2=O)cc1 (centres undefined) in the list: -9, 1.6, 1, -9, -3, 11, -16, 10, 1.2

# More records:
SMILES,OXTR potentiate,V1R ag counter,CHO parental Ca,CHO-K1 Ca antag,CHO-K1 Ca PAM,TAAR1 agonist,M1 ag,TAAR1 antagonist,M1 ag parental
COC(=O)C1CC2=C(CCCC2=O)N(c2ccccc2)C1=O (centres undefined),x,x,x,-1,9,0,-1,-15,0.3
Cc1ccc(-c2noc(CNS(=O)(=O)c3ccccc3)n2)cc1,-3,0.4,-6,-3,-8,-2,-4,0,1.1
O=C(CCn1c(=O)[nH]c2ccsc2c1=O)N1CCN(Cc2ccc3c(c2)OCO3)CC1,-4,0.0,1,-7,18,1,-6,14,1.3
CCc1nc2c(OCC3CCCCC3)cccn2c1N(C=O)Cc1ccc(OC)cc1,x,x,x,-2,0,-1,-7,-41,-0.3
CC(=O)Nc1ccc(S(=O)(=O)NNC(=O)C(=O)NNc2ccccn2)cc1,-6,1.2,-6,-7,-9,0,-3,-8,0.0
COc1ccc(S(=O)(=O)N2CCN(C(=O)c3ccc([N+](=O)[O-])o3)CC2)cc1,-2,0.9,-9,-23,10,0,-5,-14,0.0
O=C(CSc1nnc(COc2ccccc2F)n1-c1ccccc1)NC1CCS(=O)(=O)C1 (centres undefined),-1,1.2,-4,28*,-13,1,-5,0,-0.4
CCOC(=O)C(=O)NCC(c1cccs1)S(=O)(=O)c1ccc(F)cc1 (centres undefined),-10,0.1,9,-11,-5,0,0,-5,1.0
Cc1oc(-c2ccc(Cl)cc2)nc1CN1CCC(C(=O)N2CCc3ccccc3C2)CC1,-3,1.6,-18,-9,10,x,2,x,1.4
Cc1ccccc1NC(=S)N(Cc1cccs1)C1CCCCC1,-2,0.9,-8,-8,17,-1,-3,-3,0.2
O=C(NCc1ccco1)c1cccnc1-c1nc2ccccc2s1,-14,0.1,-24,4,-5,6,-4,18,0.9
OC[C@@H]1[C@@H](c2ccc(F)cc2)C(c2cccc(Cl)c2)=NN1c1ccccc1,x,x,-11,2,15,1,-8,14,0.2
Cc1cccc(OCCCCCn2ccnc2)c1C,-10,5.6,-13,-3,3,13,-3,17,3.6
CC(=O)Nc1ccc(NC(=O)CSc2nc3nc(C)cc(C)c3c(=O)[nH]2)cc1,-5,0.1,-3,-7,16,0,-2,17,-0.3
Cc1ccc(NC(=O)COC(=O)Cn2ccc(C(F)(F)F)n2)cc1Cl,2,1.1,-7,-5,3,0,-1,4,-0.2
Cc1cccc(CCNS(=O)(=O)c2ccc3c(c2)NC(=O)CO3)c1,-8,4.3,-2,-14,2,5,-1,-10,1.4
CCOC(=O)N1CCC(NCCNC(=O)c2cccs2)CC1,-16,1.6,-11,4,-1,11,31*,-9,0.1
COc1cc(O)cc(O)c1C(=O)/C=C/c1ccccc1,-6,3.5,4,-8,14,4,-2,33,2.3
Fc1cccc(Cc2noc(CN3CCN(C4CCc5ccccc5C4)CC3)n2)c1 (centres undefined),0,1.3,-20,-13,26,5,-10,-5,3.6
Cc1ccc(CNC(=O)CN2C(=O)NC(C)(c3ccccc3Cl)C2=O)cc1 (centres undefined),-8,4.8,-28,0,-2,3,-3,6,1.2
CCCNC(=O)Nc1cc(OC)c(OC)cc1Cc1nccc2cc(OC)c(OC)cc12,x,x,x,6,-7,0,-2,-7,0.5
CCOC(=O)N1CCN(c2ncnc3c2cnn3-c2ccc(OC)cc2)CC1,x,x,x,-2,4,1,1,-22,0.6
NC(=O)c1ccc(OCC(F)(F)C(F)(F)C(F)(F)C(F)(F)C(F)(F)C(F)F)cc1,-5,-0.6,-14,-17,20,2,-8,-1,0.0
Cc1ccc([C@H]2C[C@H](O)[C@@H](n3cc(COC(=O)c4ccccc4)nn3)CN2C(=O)C2CCCCC2)cc1,x,x,x,-17,16,4,-1,-3,1.0
O=C(Nc1ccc2oc(-c3ccccc3)nc2c1)c1ccncc1,-10,9.5,-2,-2,9,10,1,1,3.3
COc1ccc(C(=O)NC(=S)Nc2ccc(CN3CCOCC3)cc2)cc1Cl,-13,12,-15,0,2,12,1,45,13
COC(=O)c1ccc(/C=C/C(=O)c2ccc(OC)cc2)cc1,3,-0.1,-25,6,-2,0,-4,3,-0.2
CCOC(=O)[C@]12CCC=C1N(Cc1cccc3ccccc13)C(=O)[C@H](CC(=O)N1CCOCC1)C2,x,x,x,-21,14,-1,x,-8,0.8
O=C(NCCc1ccccc1)c1ccc(CS(=O)(=O)c2ccc(Cl)cc2)o1,-2,0.7,-11,1,20,1,-3,3,3.7
CCOC(=O)C(=O)N(C)c1c(CC)nc2c(OCc3ccc(OC)cc3)cccn12,x,x,x,2,-10,-1,-8,-10,0.1
NS(=O)(=O)c1ccc(NC(=O)CSc2ncn[nH]2)cc1,-14,0.2,-7,-17,24,16,-3,2,0.7
CC(=S)/C=C1\Sc2ccccc2N1C,3,-0.5,-16,-13,23,0,-9,-12,-0.1
O=C(NCCc1ccc2c(c1)OCCO2)c1cccc(F)c1,-12,5.6,6,-1,12,4,0,9,6.4
COc1ccc(Nc2nnc(SCC(=O)NC3CCCC3)s2)cc1,x,x,x,-2,28,6,9,5,3.0
COc1ccc(OCCn2cc(/C=N/NC(=O)c3ccncc3)c3ccccc32)cc1,-12,5.9,-4,-4,4,-2,-5,-12,1.5
O=C(NCc1ccco1)C1CCC(CNS(=O)(=O)c2cccc3cccnc23)CC1 (centres undefined),2,0.6,-2,-11,15,0,-2,15,0.8
CCC(C)NC(=O)C1CCN(S(=O)(=O)c2ccc(Br)s2)CC1 (centres undefined),-8,1.3,-3,4,-1,3,-3,-9,1.4
O=C(CN1CCN(C(=O)c2ccccc2)CC1)Nc1cccc(S(=O)(=O)N2CCCC2)c1,x,x,x,4,-12,1,-7,-25,0.5
Cc1ccc(S(=O)(=O)NCC(=O)OCC(=O)NCc2ccc(F)cc2)cc1,-1,-0.6,7,15,-15,3,-6,-17,-0.4
O=C(N/N=C/c1ccc(F)cc1)c1cccc(NC(=O)c2ccc(F)cc2)c1,-8,8.1,-11,2,5,25,3,69*,5.9
O=[N+]([O-])c1cccc2c(N3CCCC3)ccnc12,-8,2.3,-5,-9,6,4,-7,-12,5.8
